PG9 Ab binder = binders of HIV-1 gp120 antibody PG9, primary screen, biochemical, TR-FRET | TR-FRET gp120-PG9 antibody binding | HIV-1 gp120 / PG9 antibody interaction | 360,000 compounds, 0.43% hits | inhibition, % at 6.7 µM; in the data active = inhibition above about 8.5%
ABHD4 inh = ABHD4 inhibitors, primary screen, biochemical, fluorescence polarization, mouse | (Lyso)-N-acylphosphatidylethanolamine lipase (Mus musculus), Q8VD66 | purified mABHD4, FP-Rh probe fluorescence polarization | inhibition, % at 8.92 µM | 370,000 compounds, 0.54% hits;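 active = inhibition exceeding the mean over every tested compound plus 3 SD, cut at about 30% in these data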;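 note: 0% = plate median of compound wells and 100% = S159A mutant with DMSO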
Target sequence (Q8VD66 whole entry, looked up): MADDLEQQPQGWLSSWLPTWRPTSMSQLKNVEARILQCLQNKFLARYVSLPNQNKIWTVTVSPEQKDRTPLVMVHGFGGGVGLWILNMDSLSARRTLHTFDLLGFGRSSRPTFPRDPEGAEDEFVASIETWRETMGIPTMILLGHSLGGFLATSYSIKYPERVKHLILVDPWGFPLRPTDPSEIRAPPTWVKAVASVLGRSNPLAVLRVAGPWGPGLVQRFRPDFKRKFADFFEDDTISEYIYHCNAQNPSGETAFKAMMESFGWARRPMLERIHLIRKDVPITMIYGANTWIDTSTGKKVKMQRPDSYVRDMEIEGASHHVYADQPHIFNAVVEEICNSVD
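Material: mouse ABHD4 enzyme, wild type; Benchmarks: S159A mutant high control, sample median low control; Buffer or medium: HEPES pH 7.0, NaCl, Pluronic buffer; Signal: fluorescence polarization; Read-out: percent inhibition of probe binding, normalized to plate controls; Timing: pre-incubation 45 min, probe exposure 60 min, at 25 °C; Dosing: 8.92 µM, single dose.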
HTRA1 inhibitor = HTRA1 serine protease inhibitors, primary screen, biochemical, fluorescence polarization, HTS; Q92743; recombinant HTRA1, FP-rhodamine activity-based probe; inhibition, % at 5.96 µM; 340,000 compounds, 0.5% hits; AID 504803, 2011; in the data active = inhibition above about 36%;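 note: 0% = enzyme with DMSO and 100% = wells lacking enzyme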
LEDGF integ inh = blockers of LEDGF/p75-dependent integrase strand transfer – biochemical, TR-FRET, high throughput, primary screen; TR-FRET IN-LEDGF/p75 DNA integration, Eu/Cy5; inhibition, % at 3.7 µM; 370,000 compounds, 0.64% hits;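 active = inhibition above the screen-wide mean plus 3 SD, cut at about 13% in these data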;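 note: signal is the Cy5 over europium emission ratio at 671 and 618 nm; 0% = plate median of compound wells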
MBD2 DNA inh = inhibitors of MBD2 binding to methylated DNA, primary screen, biochemical, TR-FRET, DNA-binding domain, human | Methyl-CpG-binding domain protein 2 (Homo sapiens), Q9UBB5 | MBD2 binding to methylated oligonucleotide | inhibition, % at 4.4 µM | 370,000 compounds, 0.31% hits | AID 686964, 2013; in the data active = inhibition above about 13%
rCAG binder = binders of r(CAG) RNA repeats, primary screen, biochemical, fluorescence. 370,000 compounds, 1.3% hits. AID 651821, 2012. r(CAG) RNA repeat, TO-PRO-1 dye displacement fluorescence. inhibition, % at 3 µM;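 active = inhibition above the plate cutoff, the mean of all test compounds on that plate plus 3 SD, cut at about 35% in these data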;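 note: 0% = DMSO alone and 100% = 100 µM mitoxantrone as full dye displacement; higher means more dye released from RNA so lower well fluorescence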
TCR-CD3 inh = inhibitors of human TCR-CD3 interaction, primary screen, biochemical, fluorescence, TAMRA-labeled TCR probe; AID 651800, 2012; inhibition, % at 9.4 µM; 360,000 compounds, 0.37% hits; in the data active = inhibition above about 19%;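 note: recombinant mutant TCR 2C K166C tagged with TAMRA read by polarization; 0% = receptor in buffer alone and 100% = receptor with positive control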
UHRF1 MBD2 ctr = UHRF1 methylated DNA binding inhibitors, primary screen, counter-screen for MBD2 inhibitor project, biochemical, TR-FRET, human UHRF1, single concentration | E3 ubiquitin-protein ligase UHRF1 (Homo sapiens), Q96T88 | UHRF1 binding to methylated oligo | inhibition, % at 4.4 µM | 370,000 compounds, 0.75% hits | AID 687016, 2013; in the data active = inhibition above about 21%;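 note: UHRF1 SRA domain binding a hemimethylated CpG hairpin DNA probe; 0% = median of test compound wells and 100% = reference inhibitor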
PRMT1 FP inh = PRMT1 methyltransferase inhibitors, primary screen, biochemical, fluorescence polarization. recombinant PRMT1, activity-based probe fluorescence polarization. inhibition, % at 2.79 µM. 370,000 compounds, 1.3% hits;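 active = inhibition above about 21% made by adding two undisclosed values, limit read from the data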
NR1D1 modulator = modulators of Rev-erb alpha DNA binding, primary screen, biochemical, FITC-DNA, fluorescence polarization, uHTS | Nuclear receptor subfamily 1 group D member 1 (Homo sapiens), P20393 | Rev-erbα–FITC-DNA binding, 90 min | activity, % at 10 µM | 370,000 compounds, 0.79% hits | AID 1259318, 2017;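 active = activity above about 14%, limit read from the data; passing the limit was not always enough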;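 note: 0% = DMSO wells with 35 nM protein and 100% = DMSO wells with 750 nM protein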
Target sequence (P20393 whole entry, looked up): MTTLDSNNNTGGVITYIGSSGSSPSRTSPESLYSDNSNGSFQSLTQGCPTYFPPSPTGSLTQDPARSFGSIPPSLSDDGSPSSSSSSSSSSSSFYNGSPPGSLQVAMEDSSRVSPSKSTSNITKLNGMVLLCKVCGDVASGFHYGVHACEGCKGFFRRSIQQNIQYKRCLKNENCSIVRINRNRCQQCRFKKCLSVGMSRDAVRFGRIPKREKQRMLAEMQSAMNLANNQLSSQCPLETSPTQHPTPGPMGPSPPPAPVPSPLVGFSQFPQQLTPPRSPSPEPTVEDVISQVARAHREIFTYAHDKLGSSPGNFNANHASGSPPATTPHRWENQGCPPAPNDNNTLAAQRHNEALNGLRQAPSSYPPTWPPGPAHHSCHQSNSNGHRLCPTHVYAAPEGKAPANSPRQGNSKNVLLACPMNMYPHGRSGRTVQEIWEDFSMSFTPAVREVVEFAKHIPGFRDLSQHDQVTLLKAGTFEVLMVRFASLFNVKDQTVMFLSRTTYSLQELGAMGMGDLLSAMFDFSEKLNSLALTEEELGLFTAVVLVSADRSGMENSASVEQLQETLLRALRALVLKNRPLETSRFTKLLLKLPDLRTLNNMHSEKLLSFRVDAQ
Active calls of the source: *; x = not tested or not shown; & = joins results of further samples. Some of the compounds tested; the hit share may differ from the screen's.

SMILES | PG9 Ab binder | ABHD4 inh | HTRA1 inhibitor | LEDGF integ inh | MBD2 DNA inh | rCAG binder | TCR-CD3 inh | UHRF1 MBD2 ctr | PRMT1 FP inh | NR1D1 modulator
COc1cccc(C2c3[nH]c4ccccc4c3C[C@H]3C(=O)N(C4CC4)CC(=O)N23)c1 (stereo partly drawn) | 2.3 | -1 | 2 | 2 | -1 | 4 | -3 | 0 | 1 | -18
NNc1nc(Nc2ccccc2)nc(N2CCCCC2)n1 | 1.3 | -9 | -17 | 8 | -4 | 4 | 1 | -6 | 0 | -2
O=C(O)C(Cc1ccccc1)NS(=O)(=O)c1ccc(Cl)cc1 (stereo not drawn) | 0.6 | -2 | 1 | 2 | -2 | 2 | 3 | -3 | -2 | 4
CC(O)CNCCCOc1cccc(Oc2ccccc2)c1 (stereo not drawn) | -3.0 | 15 | 4 | 6 | -7 | -1 | 8 | 1 | 0 | -4
COc1cccc(NC(=O)CSC(N)=O)c1 | 0.7 | 2 | 3 | -2 | 3 | -2 | 2 | -3 | 63* | -1
CSc1cccc(NC(=O)C(C)Sc2ccc(C)cc2)c1 (stereo not drawn) | 1.4 | -13 | -24 | 4 | 5 | -1 | 2 | -4 | -2 | 5
CC(C)C(NC(=O)C(c1ccccc1)c1ccccc1)c1nc2ccccc2[nH]1 (stereo not drawn) | 0.9 | 6 | 1 | 2 | -2 | 4 | 0 | 3 | -5 | -2
CCc1c(C)nc(SCC(=O)NNC(=O)Cc2ccc(OC)cc2)[nH]c1=O | 0.1 | 2 | -5 | 0 | 1 | 1 | 11 | -1 | 0 | -3
O=C(NNc1ccccc1[N+](=O)[O-])Nc1ccc(F)cc1F | -0.1 | -8 | 0 | 0 | 5 | 2 | -10 | 0 | 7 | 3
O=C(CCc1cccc(Cl)c1)NC1CCCN(Cc2ccccc2F)C1 (stereo not drawn) | -1.1 | 2 | 4 | 8 | 2 | -9 | 4 | -3 | -2 | 12
Cn1cc(S(=O)(=O)CC(=O)Nc2ccc3c(c2)OCO3)c2ccccc21 | 0.8 | 5 | 9 | 0 | 1 | 5 | -5 | 0 | 7 | 6
CCc1n[nH]c(=S)n1/N=C/c1ccccn1 | -1.2 | -6 | 4 | -1 | -8 | -2 | 6 | 2 | -1 | 2
Cc1cc(Cl)c(S(=O)(=O)N2CCN(c3ccc(F)cc3)CC2)cc1OCC(=O)NC1CCCCC1 | -0.3 | 2 | -3 | -1 | -2 | 5 | -4 | 0 | 0 | 1
COc1cccc2cc(C(=O)C3=C(O)C(=O)N(CCN(C)C)C3c3ccc(F)cc3)oc12 (stereo not drawn) | 21* | 2 | 2 | -2 | -2 | 6 | 2 | 0 | 5 | 1
C[C@]12CCC(=O)C[C@@H]1CC[C@@H]1[C@@H]2CC[C@]2(C)[C@@H](C(=O)COC(=O)CCC(=O)O)CC[C@@H]12 | 2.0&-0.2 | 1&4 | -9&0 | 1&0 | -5&-4 | 15&20 | 0&2 | 1&-2 | 1&-2 | 6&-1
O=C(O)c1ccc(N2CC3CC(C2)c2cccc(=O)n2C3)c(NC(=S)Nc2ccc(Cl)cc2Cl)c1 (stereo not drawn) | -0.4 | -1 | -1 | 3 | 2 | 0 | 4 | 3 | 4 | 0
Cc1onc(-c2ccccc2Cl)c1C(=O)NNC(=O)c1nn(C)cc1Cl | -2.9 | -1 | 8 | 2 | 0 | -1 | 2 | 1 | -1 | 0
CCOC(=O)c1c(NC(=O)CSc2nc3ccccc3o2)sc(C)c1C | -0.8 | 3 | -18 | 2 | 0 | 2 | 3 | 1 | 2 | -1
O=C(CSc1ccc(F)cc1)Nc1ccccc1Br | 3.6 | -13 | 1 | 4 | -4 | 0 | -2 | 3 | -9 | 1
CCOC(=O)c1sc(-c2ccc(Cl)cc2)nc1O | -0.7 | 1 | 3 | 0 | -7 | 0 | 0 | -2 | -6 | -1
Cn1c(=O)c2c(ncn2CC(=O)OCC(=O)Nc2sccc2C(N)=O)n(C)c1=O | -0.7 | -1 | -2 | 0 | 3 | 1 | 7 | -1 | -1 | -6
Cc1cc(C(=O)NNC(=S)NC(=O)/C=C/c2ccccc2Cl)n[nH]1 | -0.2 | 3 | 21 | 1 | -7 | 22 | 11 | -1 | 6 | 3
COc1cccc(NC(=O)CCC(=O)Nc2cc(OC)c(NC(=O)c3cccs3)cc2OC)c1 | -0.8 | -2 | 6 | -4 | -2 | 2 | 3 | 1 | 3 | -1
CCCNC(=O)c1cc(C2CCCCN2C(=O)OCCF)on1 (stereo not drawn) | -1.5 | 4 | x | 2 | -2 | 0 | -3 | -1 | 2 | -8
CCN(CC)C(=O)C1=C(C)N(CCC2=CCCCC2)C(=O)C(CC(=O)NCC2CCCCC2)C1 (stereo not drawn) | 1.2 | 0 | -1 | -8 | 0 | 2 | 5 | 0 | -3 | 0

Part of the list above, set out differently.
Below each compound – PG9 Ab binder	ABHD4 inh	HTRA1 inhibitor	LEDGF integ inh	MBD2 DNA inh	rCAG binder	TCR-CD3 inh	UHRF1 MBD2 ctr	PRMT1 FP inh	NR1D1 modulator
> Cn1c(=O)c2c(ncn2CC(=O)OCC(=O)Nc2sccc2C(N)=O)n(C)c1=O
    -0.7	-1	-2	0	3	1	7	-1	-1	-6
> CC(C)C(NC(=O)C(c1ccccc1)c1ccccc1)c1nc2ccccc2[nH]1 (stereo not drawn)
    0.9	6	1	2	-2	4	0	3	-5	-2
> O=C(CSc1ccc(F)cc1)Nc1ccccc1Br
    3.6	-13	1	4	-4	0	-2	3	-9	1

(list continues)
SMILES | PG9 Ab binder | ABHD4 inh | HTRA1 inhibitor | LEDGF integ inh | MBD2 DNA inh | rCAG binder | TCR-CD3 inh | UHRF1 MBD2 ctr | PRMT1 FP inh | NR1D1 modulator
CC(NC(=O)c1ccc(F)cc1)C(=O)NC1=NCCS1 (stereo not drawn) | -1.2 | -1 | 4 | 1 | -8 | 2 | 1 | -1 | 3 | 6
Cc1cc(C)c(C)c(S(=O)(=O)N2CCC(C(=O)Nc3ccccc3N3CCOCC3)CC2)c1C | 1.2 | 2 | 2 | -2 | 4 | 0 | 2 | 3 | 0 | -2
Cc1ccccc1N1CCN(C2CCCN(C(=O)c3cnsn3)C2)CC1 (stereo not drawn) | -0.5 | 6 | 1 | -2 | 3 | -8 | 1 | 1 | 1 | -1
Cc1cc2c(cc(C(=O)NCCCN3CCOCC3)n2Cc2ccc(Cl)cc2)o1 | -2.6 | 1 | -2 | 1 | -4 | 7 | 1 | -1 | 0 | 0
CCOc1ccc(OCC)c(NC(=O)CN2CCC(NC(=O)c3cccc(F)c3)CC2)c1 | -1.7 | -3 | -13 | -6 | 1 | -8 | 3 | 0 | -2 | -4
CC(C)N1CCC(=NNc2ccc([N+](=O)[O-])cc2S(=O)(=O)N2CCOCC2)CC1 | 0.5 | -5 | 0 | -3 | 4 | 3 | 2 | 4 | 5 | 0
COC(=O)CCCc1nc2ccccc2s1 | -2.8 | 5 | -5 | -3 | -2 | -4 | 7 | 1 | -1 | -5
CC(=O)Nc1cccc2c1C(=O)N(c1ccc(OC(C)=O)cc1)C2=O | -2.0 | -10 | 3 | -1 | -5 | -4 | 3 | 1 | -1 | -1
O=C(CC1NCCNC1=O)Nc1cccc([N+](=O)[O-])c1 (stereo not drawn) | 1.7 | 9 | 2 | -13 | -4 | 5 | 2 | 3 | 2 | -3
COc1cccc(CSc2nc3ccccc3cc2C=O)c1 | 1.5 | -27 | -115 | 4 | -3 | 0 | 9 | 0 | -3 | 3
CC(=O)c1ccc(Nc2nc3ccc(C)cc3n3cnnc23)cc1 | 1.1 | 0 | -1 | -3 | 0 | 10 | 1 | -3 | -1 | 0
CC(=O)Nc1ccc(NC(=O)C(C)OC(=O)c2ccc(-n3cnnn3)cc2)cc1 (stereo not drawn) | -1.5 | 3 | -2 | 1 | -3 | 2 | 3 | 0 | 0 | -7
Clc1ccc(OCCN2CCN(c3ncnc4sccc34)CC2)cc1 | 1.0 | 1 | -16 | -5 | 2 | -6 | -1 | 1 | -1 | 6
COc1ccc(CN2CCN(Cc3ccccc3C(F)(F)F)CC2)c(OC)c1 | -2.4 | 11 | 6 | 1 | 3 | -9 | -9 | 7 | 12 | -2
COc1cccc(C=NNC(=O)c2ccncc2)c1O | -4.0 | 8 | 6 | -2 | -5 | 2 | -1 | 0 | -1 | 7
O=C(OCc1cccc(C(F)(F)F)c1)c1ccc[nH]c1=O | -2.4 | 3 | -5 | 0 | -3 | 3 | 0 | -1 | -1 | -1
CCCc1cc(-c2nc(-c3ccc(Br)cc3)cs2)ccn1 | -0.6 | -8 | -8 | -2 | -1 | 7 | 10 | 1 | -4 | 4
CC(=O)Nc1ccc(NC(=O)C2C3C=CC(C3)C2C(=O)O)cc1 (stereo not drawn) | 3.1 | -12 | -1 | 0 | 8 | 1 | -3 | 4 | 3 | 0
CC(C)(Oc1ccc(Cl)cc1)C(=O)N1CCC(C(N)=O)CC1 | -0.4 | 4 | 3 | -5 | 0 | -5 | 1 | 2 | 3 | 2
COC(=O)[C@]12C[C@H](CC(=O)NCc3cccc(C(F)(F)F)c3)C(=O)N(CCC3=CCCCC3)C1=C[C@H](C1CCCC1)O[C@@H]2C | x | 0 | x | -1 | -3 | 3 | x | -1 | 5 | -6
CC(C)(CSc1nncn1N)NS(=O)(=O)c1ccc(Cl)cc1 | -2.7 | 0 | -4 | -3 | 3 | 1 | 0 | 12 | 1 | 2
CN(C)C(CNc1ccc(S(C)(=O)=O)cc1[N+](=O)[O-])Cc1ccccc1 (stereo not drawn) | 0.2 | -1 | 0 | -4 | -1 | 0 | -2 | -3 | 3 | 1
CCOC(=O)N1CCN(C(=O)CCl)CC1 | -0.2 | 3 | 1 | -4 | 0 | -3 | 1 | 3 | 4 | -2
CN(C)S(=O)(=O)c1cccc(NC(=S)NCc2ccco2)c1 | -0.5 | 5 | -1 | -2 | 2 | 2 | -5 | 1 | 3 | 2
CCOc1ccccc1N1C(=O)c2ccc(S(=O)(=O)c3ccc(C(=O)O)cc3)cc2C1=O | 1.1 | 7 | 1 | -7 | 1 | 5 | -5 | 4 | 2 | -1
O=C(NCc1cccnc1)C1CCCN(S(=O)(=O)c2ccc(Br)cc2)C1 (stereo not drawn) | -0.8 | -1 | -2 | 0 | -5 | -6 | -2 | 0 | -5 | 3
CCOc1ccccc1N1CCN(C(=O)c2cc(S(=O)(=O)N(C)C)ccc2N2CCCC2)CC1 | 0.2 | 5 | 7 | -4 | 0 | -5 | -4 | -1 | 4 | 0
Cc1ccc(S(=O)(=O)N(CC(=O)Nc2ccc(Cl)cc2)C(=O)N2CCN(C)CC2)cc1 | 1.6 | 6 | 7 | 3 | 2 | 2 | 2 | 0 | 3 | 1
